p53 reactivation – restores transcriptional activity of mutant p53; Potency, µM (titrated, usually from 92.2 µM), without a hit: top-dose activity change, positive = activation, hits mostly activators; H1299 p53-A138V BP100-luciferase reporter, luminescence, 24 h; 320,000 compounds, 0.063% hits; further: potency means the concentration at half of the fitted maximal effect; % of control where 0% means no effect; nearly all actives have a fitted effect of over 45% in size
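p53-null H1299 cells stably carrying temperature-sensitive p53-A138V and a BP100-luciferase reporter were pinned with compounds (4-point, 1:5 series) and held 24 hrs at 37 deg C. Luminescence was read 10 min after detection reagent.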
Rab9 promoter act – activators of Rab9 promoter; 320,000 compounds, 2.8% hits; Potency, µM (top dose mostly 9.22 µM), for inactives: at the top dose activation, negative = inhibition, actives largely listed as activators; AID 485297; Huh7 Rab9 promoter-luciferase reporter, luminescence, 24 h; further: potency means the concentration at half of the fitted maximal effect; % of control where 0% means no effect; nearly all actives have a fitted effect of over 60% in size
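Promoter activation is measured as luciferase luminescence in Huh7 cells stably transfected with a Rab9 promoter–luciferase construct, following 24 h compound exposure at 37 °C and 10 min reagent incubation at ambient temperature.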
NPC1 promoter act – NPC1 promoter activation; Huh7 NPC1 promoter luciferase reporter, 24 h; Potency, µM (doses to about 9.22 µM), inactives show at the top dose activation, actives largely listed as activators; 320,000 compounds, 2.4% hits; AID 485313;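 further: potency means the concentration at half of the fitted maximal effect; % of control where 0% means no effect; nearly all actives have a fitted effect of over 60% in size; reporter is driven by a mutant NPC1 promoter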
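Luciferase expression driven by the NPC1 promoter was measured in stably transfected Huh7 cells after a 24 h compound incubation, using a luciferase reagent and a luminescence read.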
PKM2 act – activators of human pyruvate kinase M2; P14618; purified PKM2, Kinase-Glo ATP luminescence, activation; response scale: 0% is enzyme alone, no compound; Potency, µM (top dose mostly 57.5 µM), for the others: at the top dose activation, usual class: activators; 260,000 compounds, 0.34% hits; further: potency means the concentration at half of the fitted maximal effect; on the % scale 0 is the no-effect control and ±100 the full control effect; nearly all actives have a fitted effect of over 55% in size
Target sequence (P14618 whole entry, looked up): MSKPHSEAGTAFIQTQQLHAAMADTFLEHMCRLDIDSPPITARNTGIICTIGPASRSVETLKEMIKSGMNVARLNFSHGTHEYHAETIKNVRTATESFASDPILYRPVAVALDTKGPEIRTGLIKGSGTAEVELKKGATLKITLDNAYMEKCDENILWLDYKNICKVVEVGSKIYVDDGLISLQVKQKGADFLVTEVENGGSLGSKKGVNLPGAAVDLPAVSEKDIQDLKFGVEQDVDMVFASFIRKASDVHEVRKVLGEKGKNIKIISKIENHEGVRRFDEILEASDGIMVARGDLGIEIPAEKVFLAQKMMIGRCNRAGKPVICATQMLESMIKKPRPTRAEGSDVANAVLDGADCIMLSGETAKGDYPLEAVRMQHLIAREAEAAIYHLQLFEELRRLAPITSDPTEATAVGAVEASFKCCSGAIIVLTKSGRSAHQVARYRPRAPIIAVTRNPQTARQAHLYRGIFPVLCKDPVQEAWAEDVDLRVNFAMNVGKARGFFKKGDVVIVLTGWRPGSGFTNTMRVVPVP
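Purified hPK-M2 (>95%) run at intermediate activity with 0.1 mM ADP and 0.5 mM PEP in 50 mM imidazole pH 7.2, KCl, MgCl2; 1 h room temperature. ATP formed read by Kinase-Glo luminescence; normalized to uninhibited and no-enzyme controls.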
Giardia kill – Giardia lamblia killing | Giardia lamblia trophozoite viability | activity change, % at 7.66 µM, hits read low | 340,000 compounds, 0.15% hits | AID 540267; in the data active means activity change below about -80%; inconclusive means between about -30% and that limit;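 further: parasites exposed to compound for two days anaerobically before the ATP read; on the % scale 0 is the no-effect control and ±100 the full control effect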
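Giardia lamblia trophozoites (100 cells/well) were incubated with compounds for 48 h at 37 deg C under anaerobic conditions. Viability was read as ATP content by one-step luminescence after 15-30 min at room temperature.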
Gal4-VP16 FLuc – inhibits Gal4-VP16 luciferase reporter, ROR gamma counter-screen; Potency, µM (top dose mostly 53.6 µM), for inactives: top-dose activity, negative = inhibition, hits mostly inhibitors; 310,000 compounds, 3.5% hits; Drosophila S2 Gal4-VP16 UAS-luciferase, luminescence, 20 h;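 further: Gal4-VP16 expression switched on by copper sulfate through the metallothionein promoter; potency means the concentration at half of the fitted maximal effect; on the % scale 0 is the no-effect control and ±100 the full control effect; nearly all actives have a fitted effect of over 50% in size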
RORg inh – blocks mouse ROR gamma transcriptional activity; P51450; Drosophila S2 Gal4-RORgamma UAS-luciferase reporter, 20 h; AID 2551; Potency, µM (highest dose often 53.6 µM), for inactives: at the top dose activity change, negative = inhibition, hits mostly inhibitors; 310,000 compounds, 5.4% hits; further: potency means the concentration at half of the fitted maximal effect; on the % scale 0 is the no-effect control and ±100 the full control effect; nearly all actives have a fitted effect of over 60% in size
Target sequence (P51450 whole entry, looked up, the tested form may be a part): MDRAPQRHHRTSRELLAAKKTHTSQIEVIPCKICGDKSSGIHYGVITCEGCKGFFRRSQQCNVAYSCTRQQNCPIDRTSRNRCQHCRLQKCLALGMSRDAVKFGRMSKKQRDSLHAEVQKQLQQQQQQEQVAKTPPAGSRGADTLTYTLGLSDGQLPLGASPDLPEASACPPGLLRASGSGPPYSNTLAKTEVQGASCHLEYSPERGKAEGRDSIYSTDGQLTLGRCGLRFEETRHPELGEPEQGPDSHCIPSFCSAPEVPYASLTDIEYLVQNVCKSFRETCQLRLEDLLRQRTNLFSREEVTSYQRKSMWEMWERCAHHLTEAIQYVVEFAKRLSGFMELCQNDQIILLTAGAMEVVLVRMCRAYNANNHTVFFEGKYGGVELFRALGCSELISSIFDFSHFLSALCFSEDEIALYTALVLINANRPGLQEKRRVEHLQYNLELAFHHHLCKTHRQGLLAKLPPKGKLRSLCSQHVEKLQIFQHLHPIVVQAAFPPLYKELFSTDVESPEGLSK
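Schneider cells (Drosophila), stable Gal4 DBD–ROR gamma + UAS-luc; 1 hr cmpd preincubation; Cu2+ induction 700 uM final; 20 hr ambient; luminescence.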
Menin-MLL TR inh – inhibitors of human menin-MLL interaction, mutant MLL peptide | Potency, µM (top dose mostly 61.6 µM), for the others: top-dose FP activity change, negative = inhibition, most hits filed as inhibitors | 270,000 compounds, 0.23% hits | Menin + Texas Red MLL mutant peptide, fluorescence polarization | O00255; active means well fitted inhibition curve with a large enough effect in the polarisation, with a control signal flat, not every such curve was filed as active; inconclusive means small, poorly fitted or top-dose-only effect, or effect the other way, or a change in a side signal; inactive means no such curve, though single readings can be large or run the other way; the % refers to the polarisation; further: potency means the concentration at half of the fitted maximal effect; % of control where 0% means no effect; many of its hits are not listed in these tables
BRCA1 expr act – increases BRCA1 expression | MCF7-BRCA1-FFLuc reporter, luminescence, 48 h; response scale: scaled: vehicle 0%, 10 µM genistein 100% | Potency, µM (doses to about 46.1 µM), inactives show at the highest dose activation, actives largely listed as activators | 380,000 compounds, 1.1% hits; further: potency means the concentration at half of the fitted maximal effect; nearly all actives have a fitted effect of over 80% in size; some results filed as inactive show a strong effect at the top dose
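MCF7-BRCA1-FFLuc cells, 2000/well in phenol-red-free MEM, attached 2 h then treated 48 h at 37 C. Luciferase luminescence read 15 min after reagent; normalized to genistein maximum activation (10microM) and DMSO, concentration-response fitted.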
ELG1 genotox – genotoxicity induction in ELG1-luciferase HEK293T cells | Potency, µM (series often up to 46 µM), without a hit: at the top dose activity change, positive = activation, actives largely listed as activators | 330,000 compounds, 1.3% hits | AID 504466 | HEK293T ELG1-luciferase reporter, luminescence, 16 h; further: potency means the concentration at half of the fitted maximal effect; % of control where 0% means no effect; nearly all actives have a fitted effect of over 60% in size
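Genotoxic stress is detected as increased luminescence from luciferase-tagged ELG1 in HEK293T cells, measured with ONE-Glo after a 16 hr treatment at 37 °C.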
FLuc modulator – inhibits or activates purified firefly luciferase, miR-21 counter-screen; P08659; Potency, µM (titrated, usually from 57.5 µM), without a hit: top-dose activity change, negative = inhibition, actives largely listed as inhibitors; purified FLuc, Km substrates, luminescence inhibition; 360,000 compounds, 6.9% hits; AID 588342;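 further: potency means the concentration at half of the fitted maximal effect; plate controls were vehicle for no effect and reference inhibitor for full effect; nearly all actives have a fitted effect of over 55% in size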
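Purified P. pyralis luciferase (10nM final) with 10uM D-luciferin and 10uM ATP (Km levels) in 50mM Tris acetate pH 7.5, 10mM Mg acetate, 0.01% Tween-20, 0.05% BSA; qHTS 6-point titration, ~60 µM downward; luminescence read.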
* = called active by the depositor; ? = inconclusive; nt = not tested or not shown; [ ] = another dose, or the depositor's remark. Unless noted, the call rests on the fitted dose curve; in most records, active means well fitted curve in the direction sought with a large enough effect; inconclusive means small, poorly fitted or top-dose-only effect, or another doubt; inactive means no such curve, though single readings can be large; an effect the other way counts as inactive or inconclusive. The list is partial, so the mix of outcomes need not match the whole.

SMILES | p53 reactivation | Rab9 promoter act | NPC1 promoter act | PKM2 act | Giardia kill | Gal4-VP16 FLuc | RORg inh | Menin-MLL TR inh | BRCA1 expr act | ELG1 genotox | FLuc modulator
COc1ccc(-c2nc3ccc([N+](=O)[O-])cc3[nH]2)cc1 | nt | 1.1µM* | 1.6µM* | -11% | 13 | ? | -33% | ? | ? | ? | 1.5µM*
O=C(c1nnc(Cc2ccc(Cl)cc2)o1)N1CCc2ccccc2C1 | -2% | -6% | -1% | -2% | 18 | -7% | 15% | 5% | -4% | -1% | 4%
Cc1ccc(S(=O)(=O)Nc2ccc(N(C)C)cc2)cc1 | 1% | -3% | 0% | -20% | -9 | -11%[10 µM] | 19% | -20% | -11% | 1% | -18%
CC(C)N(C(=O)Cn1cc(S(=O)(=O)CC(=O)Nc2ccccc2)c2ccccc21)C(C)C | -9% | -4% | 1% | 0% | -15 | -11% | 27% | nt | -7% | 1% | -2%
COc1ccccc1NC(=O)CCN1C(=O)c2ccccc2C1=O | 0% | -3% | -2% | nt | 9 | 1% | 1% | 4% | -21% | 1% | -1%
CC(C)(C)C(=O)Oc1ccc2cc(-c3ccc4ccccc4n3)c(=O)oc2c1 | ? | ? | ? | 1% | -8 | ? | -17% | 2% | 14µM* | ? | -12%
COc1ccc(O)c(-c2c(-c3ccc(Cl)cc3)n[nH]c2C)c1 | 1% | -4% | -3% | 0% | -3 | -18% | ? | 28% | -33% | -7% | 3%
CCSc1ccc(-c2cccc([N+](=O)[O-])c2)nn1 | ? | 3.2µM* | ? | -5% | -2 | -1% | 36% | -2% | 59% | ? | ?
CN1CCc2c(n(CC(O)CN3C(=O)c4ccccc4S3(=O)=O)c3ccccc23)C1=O (stereo not drawn) | 1% | 2% | -3% | 14% | -15 | -2% | ? | -22% | 9% | -2% | 1%
CC(C)(C)SCCNC(=O)/C=C/c1ccccc1 | 10% | ? | ? | -3% | -8 | 6% | 13% | nt | ? | ? | 19µM*
CCCC12CN3CC(CCC)(CN(C1)C3c1ccco1)C2=O (stereo not drawn) | -2% | -1% | 7% | -11% | 13 | -14% | -7% | nt | -11% | -2% | 1%
CCOc1ccc2oc(C(=O)NCc3ccccc3CN3CCCC3)c(C)c2c1 | -17% | -9% | -1% | nt | 25 | nt | nt | nt | -38% | -8% | nt
CC1CCCN(S(=O)(=O)c2ccc(Cl)s2)C1 (stereo not drawn) | -1% | 3% | 1% | 5% | 6 | 17% | 0% | 8% | -11% | -5% | 0%
Cc1ccc(/C=C/C(=O)NCCc2cccc(Cl)c2)o1 | 12% | 9% | 16% | 5% | 5 | -7% | ? | 1% | 67% | 8% | ?
CC(C)C(NS(=O)(=O)c1cc(C(=O)O)ccc1Cl)C(=O)O (stereo not drawn) | 2% | 1% | -2% | -3% | -4 | 2% | -10% | 0% | 1% | -3% | -4%
COC(CNC(=O)c1ccc2nc(-c3cccs3)c(-c3cccs3)nc2c1)OC | -10% | -4% | -3% | 0% | -12 | -9% | 22%[10 µM] | 19% | -60% | -7% | 9%
OC(CNCc1cccc(Br)c1)c1ccccc1 (stereo not drawn) | 7% | -4% | 1% | 3% | -1 | -1% | -13% | -21% | 1% | -5% | 1%
COc1ccc(Cl)cc1NC(=O)c1cnc2n(c1=O)CCS2 | 3% | 9% | 16% | 8% | -2 | 0% | 17% | 16% | 1% | ? | 6%
CCCCOc1ccc(C(=O)NCC(=O)NCCOc2ccc(C)cc2)cc1 | 10% | -3% | 0% | nt | 13 | nt | nt | nt | -3% | 1% | 6%
CCn1cc(C(=O)N[C@@H](C)C(=O)NCCO)c(=O)c2cc3c(cc21)OCO3 | 4% | -1% | 0% | nt | -10 | 0% | 1% | 20% | 7% | 2% | -2%
CCOc1cc(CN2CCc3c([nH]c4ccccc34)C2)ccc1OC | nt | 2% | -2% | 0% | -10 | 19% | -26% | -8% | -38% | -10% | 0%
CCOC(=O)N1CCN(Cc2c(NC(=O)c3ccco3)sc(C)c2C)CC1 | -2% | 4% | -1% | 10% | 22 | -4% | 13% | -28% | 18% | 4% | ?
O=C1CCCC2=C1Sc1ccc(Cl)cc1N2 | -2% | 6% | 3% | 0% | 17 | 0% | 11% | nt | -28% | -4% | -9%
O=C(Nc1c(Cl)ccc2nsnc12)c1ccco1 | -3% | -3% | -4% | 0% | -18 | -7%[10 µM] | 1% | 21% | -7% | -1% | 5%
COc1ccc(NC2=C(C(C)=O)C(c3ccc(N(C)C)cc3)C(C(C)=O)C(C)(O)C2)cc1 (stereo not drawn) | 3% | -3% | -9% | 10% | 16 | 8% | -20% | -15% | -12% | 0% | -6%
COc1ccc(/C=N/NC(=O)CNc2c(Br)cc(C)cc2Br)c(C(=O)O)c1OC | -1% | 6% | -3% | 0% | 2 | -5% | -7% | 4% | -45% | -1% | -20%
Cc1ccccc1NS(=O)(=O)c1ccc2[nH]cc(C(=O)NCCCN3CCOCC3)c(=O)c2c1 | -1% | -3% | 0% | 28% | 6 | -6% | -2% | -18% | -19% | 1% | 1%
N#C/C(=C(/O)COC(=O)c1ccc(C#N)cc1)c1nc2ccccc2s1 | 12% | 3% | 0% | 3% | 0 | 8% | 7%[10 µM] | ? | -14% | -1% | ?
CN(CC(=O)Nc1sccc1C#N)C1CCCCC1 | -8% | -4% | -3% | -5% | 6 | -8% | 5% | ? | 9% | 0% | 2%
COCCNC(=O)C(c1ccc(C)cc1)N(C(=O)C(=O)NC1CCCC1)c1ccc2c(c1)OCCO2 (stereo not drawn) | -1% | 0% | -9% | 2% | 7 | -9% | -3% | ? | -2% | 0% | -1%
CC(OC(=O)CCCOc1ccccc1)C(=O)Nc1ccc(Cl)cn1 (stereo not drawn) | -3% | -1% | 10% | nt | -10 | nt | nt | nt | -10% | 1% | 0%
Nc1nc(CN2CCN(C(=O)c3ccco3)CC2)nc(Nc2cccc(Cl)c2)n1 | -6% | -6% | 0% | -1% | 12 | 5% | 3% | 7% | -17% | -3% | 6%
O=C(NCc1ccncc1)Nc1ccc(F)cc1 | 1% | 3% | 0% | -9% | 4 | 12% | 19% | 3% | 0% | -1% | 0%
COC(=O)c1cn(NC(=O)COc2ccc(Cl)cc2)c(=O)c2ccccc12 | 3% | -2% | -4% | 2% | -2 | -1% | 15% | 14% | -24% | 0% | ?
Cc1ccc2cc(S(=O)(=O)NCCCN3CCOCC3)ccc2c1 | -4% | -7% | -4% | 0% | 18 | -11% | ? | -16% | 0% | -3% | 7%
O=C(NCCCO)c1nc2ccccc2s1 | 30% | 3% | 9% | 4% | 10 | nt | -16%[0.365 µM] | -26% | 49% | 16% | -10%
COc1cccc(S(=O)(=O)NCc2ccc(C(=O)NCc3ccco3)cc2)c1 | 2% | -1% | -1% | 11% | -9 | 20% | -3% | 14% | 3% | -5% | 0%
CN(C)CCCNC(=S)N(CCO)Cc1cc2cc3c(cc2[nH]c1=O)OCO3 | nt | -8% | -6% | 2% | -5 | 2% | -24%[1.91 µM] | 9% | -3% | -1% | 7%
COc1ccc(NC(=O)c2ccc(-n3cccn3)nc2)cc1 | 0% | 3% | 0% | 0% | 10 | -1% | 5% | nt | 2% | ? | -1%
COc1ccc(N=Nc2ccc3ccccc3c2)c(O)c1 | nt | 4µM* | 3.2µM* | 0% | -20 | ? | -30%[1.91 µM] | ? | ? | 0.92µM* | 0.38µM*
COCCNC(=O)c1c(N)n(/N=C/c2cccs2)c2nc3ccccc3nc12 | -3% | -19% | -7% | 6% | -5 | -4% | -8% | -11% | -32% | -14% | -1%
Cc1noc(C)c1COC(=O)c1cccc(S(=O)(=O)N2c3ccccc3CC2C)c1 (stereo not drawn) | -8% | 4% | -6% | -8% | 18 | -13% | ? | -2% | -60% | -12% | 0%
COc1ccc(C2(C(=O)Nc3ccc(S(=O)(=O)Nc4nc(C)cc(C)n4)cc3)CCCC2)cc1OC | -18% | 8% | -2% | 8% | 1 | ? | ? | -29% | -4% | 0% | 4%
CC(C)CCNC(=O)C1CCN(c2nc3ccccc3o2)CC1 | -1% | -1% | 1% | 1% | 15 | 8% | 1% | -2% | -36% | -7% | -2%
O=C(Nc1cccnc1)c1ccccc1Oc1ccccc1 | 2% | -2% | 2% | 7% | 3 | 2% | 8% | -19% | -33% | -3% | -2%[2.3 µM]
CC(C(=O)O)N1C(=O)C2C3c4ccccc4C(c4ccccc43)[C@@H]2C1=O (stereo partly drawn) | -2% | -4% | 0% | nt | -6 | 1% | 10% | 5% | -1% | -3% | 0%
Cc1ccnc2nc(C(=O)OCC(=O)NCCc3ccc(Cl)cc3)nn12 | -2% | -3% | -5% | 6% | -6 | 6% | -20% | -10% | 5% | 2% | -1%
